# Assay outcomes as filed in PubChem BioAssay.
# HIV peptide binding: inhibitors of HIV fusion peptide binding, primary screen, biochemical, uHTS, fluorescence dequenching (AID 1986). inhibition, % at 20 µM; hits with a dose series show IC50 in µM. cell-free peptide binding, fluorescence dequenching, 30 min; higher % means a stronger effect. hit rate 0.3% among 290,000; in the data active means inhibition mostly above about 52%, no sharp cut-off; inactive means mostly below about 76%; further: some results filed as inactive read as strong as hits
# GPR55 activation: GPR55 agonists via beta-arrestin recruitment, primary screen, imaging, U2OS cells, beta-arrestin-GFP redistribution (AID 1961); G-protein coupled receptor 55 (Homo sapiens); U2OS GPR55 beta-arrestin-GFP redistribution imaging; higher % means a stronger effect; activation, % at 10 µM; hits with a dose series show EC50 in µM; hit rate 0.048% among 290,000;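 active means activation above 40% with more than 50 cells counted in the well; inconclusive means wells holding fewer than 50 cells, flagged as toxic or sparse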;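 further: U2OS osteosarcoma cells stably expressing GPR55 and beta-arrestin-GFP; plate controls were DMSO negative control for no effect and LPI positive control for full effect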
# GPR55 LPI antagonism: GPR55 antagonists blocking LPI-driven arrestin recruitment, primary screen, imaging, U2OS, beta-arrestin-GFP, LPI agonist (AID 2013); U2OS GPR55 beta-arrestin-GFP translocation imaging, LPI antagonism; higher % means a stronger effect; G-protein coupled receptor 55 (Homo sapiens); one-dose inhibition, % at 10 µM; IC50 in µM for titrated hits; hit rate 0.13% among 290,000;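 active means spots per cell inhibited over 60%, with over 100 cells counted and total cytoplasm intensity under 500,000; inconclusive means wells with under 100 cells, flagged as likely toxic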;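 further: U2OS cells stably carrying GPR55 and arrestin-GFP stimulated by 5 µM LPI near EC80; imaged beta-arrestin-GFP aggregate spots per cell after agonist stimulation; plate controls were LPI-stimulated DMSO wells for no effect and DMSO wells without LPI for full effect; some results filed as inactive read as strong as hits; confirmed hits need IC50 under 10 µM and bright autofluorescent wells are also inconclusive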
# Dengue-2 NS5 capping: Dengue-2 NS5 methyltransferase inhibitors, primary screen, biochemical, confirmation dose response (AID 588689) | Genome polyprotein (Dengue virus type 2 (strain 16681-PDK53)) | Dengue-2 NS5 methyltransferase capping enzyme assay, biochemical; higher % means a stronger effect | one-dose inhibition, % at 25 µM; IC50 in µM for titrated hits | hit rate 0.3% among 340,000; in the data active means a potency from the dose series; inconclusive means inhibition above about 29% without an active follow-up result
# NOD1 inhibition: NOD1 signaling inhibitors, primary screen, cell-based, luminescence, uHTS (AID 1578) | NOD1-driven NF-kB luciferase reporter cells, luminescence; higher % means a stronger effect | one-dose inhibition, % at 4 µM; EC50 in µM for titrated hits | hit rate 1% among 290,000; in the data active means inhibition mostly above about 36%, no sharp cut-off; inactive means mostly below about 34%;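 further: HEK-293T reporter cells stimulated with the NOD1 agonist gamma-tri-DAP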
# West Nile antiviral: West Nile virus antiviral activity, cell-based, CPE readout (AID 1621). West Nile virus-infected cells, CPE inhibition; higher % means a stronger effect. hit rate 0.02% among 290,000. one-dose CPE inhibition, % at 10 µM; IC50 in µM for titrated hits; in the data active means a potency from the dose series; inconclusive means CPE inhibition mostly from about 3.7% at the one dose, without a potency; inactive means the rest, 99 in 100 with CPE inhibition below about 2.2%; further: strong numbers were not always called active
# KOR beta-arrestin-1: KOR agonists, beta-arrestin recruitment, primary screen, cell-based, luminescence, uHTS (AID 1777). Kappa-type opioid receptor (Homo sapiens). KOR beta-arrestin recruitment, luminescence; higher % means a stronger effect. activation, % at 10 µM; hits with a dose series show EC50 in µM. hit rate 0.02% among 280,000; in the data active means activation above about 50%, passing the limit was not always enough; further: a part of the inactive calls stands beside numbers as strong as those of hits
# KOR beta-arrestin-2: KOR antagonists, beta-arrestin recruitment, cell-based, luminescence, uHTS (AID 1778); Kappa-type opioid receptor (Homo sapiens); KOR beta-arrestin recruitment, luminescence, antagonist mode; higher % means a stronger effect; inhibition, % at 10 µM, or IC50 in µM where a hit was titrated; hit rate 0.091% among 290,000; in the data active means inhibition above about 50%; further: strong numbers were not always called active
# GPR35 antagonists: GPR35 antagonists blocking zaprinast-driven arrestin recruitment, primary screen, imaging, U2OS, beta-arrestin-GFP, zaprinast agonist (AID 2058). hit rate 0.052% among 290,000. G-protein coupled receptor 35 (Homo sapiens). U2OS GPR35 beta-arrestin-GFP translocation imaging, zaprinast antagonism; higher % means a stronger effect. one-dose inhibition, % at 10 µM; IC50 in µM for titrated hits;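 active means inhibition of at least 50% with at least 30 cells and total cytoplasm GFP at most 10,000,000; inconclusive means under 30 cells or total GFP of 10,000,000 plus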
# * hit, by the source's call; ? = inconclusive; . = not tested or not shown; [ ] = remark or other dose.
SMILES,HIV peptide binding,GPR55 activation,GPR55 LPI antagonism,Dengue-2 NS5 capping,NOD1 inhibition,West Nile antiviral,KOR beta-arrestin-1,KOR beta-arrestin-2,GPR35 antagonists
COc1ccc(OCCCC(=O)OC(C)C(=O)Nc2ccc(NC(C)=O)cc2)cc1 (stereo unspecified),-1.5%,0.0%,5%,-9%,-23%,-0.3%,-1.9%,32%,0%
COc1ccc(CC2(C)OC(c3ccccc3)=NN2C(C)=O)cc1 (stereo unspecified),-0.5%,-0.2%,-4%,2%,-19%,-0.2%,0.9%,-36%,-3%
CC1CCc2sc(C(=O)OCC(=O)NCc3ccccc3)cc2C1 (stereo unspecified),1.1%,1.1%,-1%,-5%,-1%,-0.8%,5.0%,17%,12%
O=C(N/N=C/C=C/c1ccco1)c1cccc([N+](=O)[O-])c1,37%,-0.5%,-1%,18%,-35%,-0.6%,1.6%,-1%,-3%
Cc1csc(NC(=O)c2cc([N+](=O)[O-])cc([N+](=O)[O-])c2)n1,-3.3%,-0.5%,11%,1%,.,-0.9%,-3.0%,0%,1%
CN1CCCN(Cc2cccc3ccccc23)CC1,1.0%,-0.1%,-21%,-2%,-14%,0.1%,-2.8%,-20%[20 µM],-2%
CCN1c2ccccc2-c2nc3ccccc3n2C1c1cccnc1 (stereo unspecified),-1.8%,1.0%,-18%,1%,-19%,-0.3%,6.2%,-18%,-2%
O=C(O)c1cc2c(cc1NC(=O)c1ccccc1C(F)(F)F)OCCCO2,2.1%,0.1%,6%,-1%,-16%,0.2%,-0.4%,-13%,11%
CCOc1ccc(Br)cc1S(=O)(=O)N1CCC(C(N)=O)CC1,-0.7%,0.2%,-8%,-2%,-40%,-0.3%,-3.3%,-8%,6%
CCOc1ccc(CCNC(=O)CCc2nnc3ccc(N4CCCCC4)nn23)cc1OCC,1.1%,0.5%,4%,-3%,8%,-0.1%,-2.6%,-33%[20 µM],-12%
CCOC(=O)c1ccccc1NC(=O)COC(=O)CCC(=O)N1CCOCC1,-1.5%,0.3%,8%,0%,-12%,-0.2%,2.0%,-14%,-2%
CCOC(=O)/C(C#N)=C(\O)c1ccc(NC(=O)c2ccc([N+](=O)[O-])cc2)cc1,3.9%,-0.2%,8%,.,-1%,0.5%,.,-6%,3%
COc1ccc(OC)c(S(=O)(=O)N2CCC(C(=O)NCc3ccccn3)CC2)c1,-0.2%,0.2%,7%,-3%,-15%,-0.1%,2.8%,-22%,7%
CCOc1ccc(Br)cc1S(=O)(=O)N1CCCN(C)CC1,-1.8%,-0.2%,2%,-5%,34%,-0.8%,-0.2%,3%,-7%
CCOC(=O)Cc1cc(=O)n2[nH]cc(-c3cccc(Br)c3)c2n1,76%,0.5%,4%,.,27%,0.9%,-5.2%,-13%,-8%
Cc1ccc(CNCc2ccccc2Cl)cc1,2.3%,0.0%,23%,-2%,-21%,-0.4%,2.0%,-64%,-9%
CCn1c(SCc2nc3ccccc3c(=O)[nH]2)nnc1C(C)NC(=O)c1ccccc1 (stereo unspecified),0.2%,0.3%,-8%,-3%,-5%,-0.7%,6.3%,-26%,10%
COC(=O)/C(=C1/Oc2ccc(C(C)(C)C)cc2S1)C(F)(F)F,-2.5%,0.9%,6%,4%,-7%,-0.4%,2.0%,31%,1%
CCCC(=O)OCCNC(=O)c1cc2ccccc2oc1=O,1.9%,-0.1%,1%,-6%,2%,0.1%,-6.8%,31%,-14%
N/C(=N\OC(=O)c1ccccc1)c1ccccn1,-1.1%,0.2%,9%,-12%,18%,-0.1%,.,-6%[20 µM],14%
CCOC(=O)c1c(NC(=O)COc2cccc3c2CCN(C)C3=O)sc2c1CCC2,4.4%,0.2%,10%,-4%,27%,-1.1%,1.9%,-50%,-16%
COc1ccc(C2c3[nH]c4ccccc4c3CCN2C(=O)c2ccc(=O)n(C)n2)c(F)c1 (stereo unspecified),-0.4%,0.4%,-9%,-1%,-34%,?,1.9%,-24%,2%
CCC(=O)N1CCc2cc(S(=O)(=O)CCC(=O)Nc3ccc(OC)c(OC)c3)ccc21,-0.5%,1.2%,-7%,-2%,-21%,-0.7%,3.7%,-37%,6%
Cc1ccc2cc3cc(C(=O)N4CCN(C(=O)c5ccco5)CC4)sc3nc2c1,1.8%,0.6%,18%,-1%,-22%,0.0%,-2.1%,8%,9%
O=C(c1ccccc1F)N1CCN(c2ccc([N+](=O)[O-])c3cccnc23)CC1,-1.8%,-0.1%,17%,-2%,-44%,-1.1%,1.3%,-6%,14%
# New compounds follow.
SMILES,HIV peptide binding,GPR55 activation,GPR55 LPI antagonism,Dengue-2 NS5 capping,NOD1 inhibition,West Nile antiviral,KOR beta-arrestin-1,KOR beta-arrestin-2,GPR35 antagonists
CC1CCCCN1CCNC(=O)C1CCCN(S(=O)(=O)c2cccc3nsnc23)C1 (stereo unspecified),-0.9%,0.2%,-12%,-3%,39%,0.1%,9.3%,-23%,3%
COc1ccccc1C(=O)NCCCN1CCCC1=O,0.0%,0.2%,-12%,-1%,26%,-0.2%,1.6%,-32%,-14%
COc1ccc(/C=C/C(=O)O)cc1S(=O)(=O)NCc1cccnc1,2.6%,-0.3%,0%,0%,-4%,0.5%,-4.0%,-35%[20 µM],9%
CCC(C)OC(=O)c1[nH]c2c(c1C)C(=O)CC(c1ccc(N(C)C)cc1)C2 (stereo unspecified),-0.9%,-0.1%,-8%,-7%,-22%,-0.2%,-4.1%,-11%,-4%
CCOC(=O)CNc1nc(Cl)nc(N2CCCCC2)n1,-1.2%,-0.1%,-2%,3%,0%,0.0%,5.2%,19%,0%
O=S(=O)(c1ccccc1)N(Cc1ccccn1)Cc1ccccn1,-1.3%,0.0%,15%,-7%,4%,-0.8%,-7.2%,-3%,-5%
O=C(CCCn1c(=O)oc2ccccc21)NC1CCCCCC1,1.5%,-0.4%,-3%,.,-17%,-1.0%,7.2%,-2%,-2%
CCOC(=O)CSc1nc2c(sc(=S)n2Cc2ccco2)c(=O)n1-c1ccc(F)cc1,-2.1%,-0.1%,14%,-5%,14%,0.1%,5.6%,0%,5%
C/C(=N\NC(=O)C(=O)Nc1c(C)n(C)n(-c2ccccc2)c1=O)c1ccc(Cl)s1,2.2%,0.4%,6%,-10%,6%,-0.1%,-0.5%,-8%,9%
Cc1cc(C)c2oc(=O)cc(CN3CCC(C)CC3)c2c1,2.3%,-0.2%,5%,-2%,-3%,-0.5%,1.4%,18%,-6%
O=C(NCCc1ccccc1)c1cccnc1N1CCCCCC1,-1.3%,-0.1%,-5%,0%,8%,-0.6%,7.1%,20%,14%
CCn1cc(C(=O)OC)c(=O)c2ccc(C)nc21,-1.2%,0.5%,0%,1%,-17%,0.1%,-3.7%,-11%,9%
Cc1cc2c(cc1S(=O)(=O)N1CCN(c3cccc(C(F)(F)F)c3)CC1)OCC(=O)N2,-1.0%,-0.1%,-15%,0%,18%,-1.2%,5.4%,-26%,5%
NNC(=O)c1ccc(-c2cccc([N+](=O)[O-])c2)o1,-2.6%,-0.2%,15%,2%,-4%,-0.5%,-8.1%,15%,-1%
N/C(Cc1ccc([N+](=O)[O-])cc1)=N\OC(=O)c1ccccc1Br,0.5%,0.3%,28%,-9%,-13%,-1.2%,-1.0%,-10%,-12%
COc1ccc(CN2CCNC(=O)C2CC(=O)N(C)Cc2ccon2)c(F)c1 (stereo unspecified),1.1%,0.0%,-6%,-5%,-26%,-0.1%,-1.8%,7%,1%
COc1cc(/C=C2/C(=N)N3N=C(CC(=O)N4CCOCC4)SC3=NC2=O)ccc1OC(C)c1ccccc1 (stereo unspecified),36%,-0.1%,16%,19%,-12%,0.1%,2.3%,0%,11%
O=C(NCn1ccc(=O)[nH]c1=S)c1ccccc1,0.6%,0.2%,-35%,-2%,3%,-0.3%,-5.2%,4%,-3%
COc1ccc(C(=O)N/N=C(\C)CC(=O)Nc2cccc(C(F)(F)F)c2)cc1,-1.3%,-0.1%,-12%,0%,-2%,0.1%,-0.9%,18%,8%
Cc1ccc(CN2C(=O)c3ccccc3NC2c2ccccn2)cc1 (stereo unspecified),-2.7%,-0.3%,3%,-11%,-14%,-0.6%,-2.8%,4%,-6%
Cc1ccccc1N=C1NC(=O)/C(=C/c2cccn2C)S1,3.4%,-0.1%,0%,-75%,-1%,0.5%,-3.2%,-5%,5%
COc1ccc([N+](=O)[O-])cc1NC(=S)NC(=O)C(C)(C)C,-0.2%,-0.2%,11%,-8%,-18%,-2.1%,-3.7%,7%,3%
CC1(c2ccccc2Cl)NC(=O)N(CC(=O)NCCC2=CCCCC2)C1=O (stereo unspecified),-0.8%,-0.4%,9%,-10%,-38%,0.3%,-0.1%,10%,-12%
CCCCC12CN3CCN(CC(C3)/C1=N\NC(=O)Nc1ccccc1)C2,-2.4%,-0.3%,3%,3%,-28%,-0.3%,-4.4%,15%,18%
CCOC(=O)C1=C(C)Nc2ccccc2N=C1NC(=O)Cc1ccc(Cl)c(Cl)c1,6.5%,0.1%,15%,-3%,22%,0.1%,-7.0%,-19%,-17%

# Brought forward from above: two compounds, followed by the next part.
SMILES,HIV peptide binding,GPR55 activation,GPR55 LPI antagonism,Dengue-2 NS5 capping,NOD1 inhibition,West Nile antiviral,KOR beta-arrestin-1,KOR beta-arrestin-2,GPR35 antagonists
CCCCC12CN3CCN(CC(C3)/C1=N\NC(=O)Nc1ccccc1)C2,-2.4%,-0.3%,3%,3%,-28%,-0.3%,-4.4%,15%,18%
CCOC(=O)C1=C(C)Nc2ccccc2N=C1NC(=O)Cc1ccc(Cl)c(Cl)c1,6.5%,0.1%,15%,-3%,22%,0.1%,-7.0%,-19%,-17%
O=C(OCCOc1ccccc1)c1n[nH]c2ccccc12,1.1%,0.2%,-1%,6%,-4%,-0.5%,2.1%,16%,0%
CC1CCCCN1C(=O)CSc1nnc(-c2cccs2)o1 (stereo unspecified),-0.1%,-0.2%,6%,-13%,-13%,-0.5%,2.1%,7%,-12%
CSc1ccccc1C(=O)C1CCCN(C(=O)c2cncs2)C1 (stereo unspecified),1.8%,0.5%,9%,2%,-15%,-0.5%,-2.0%,-24%,2%
S=c1[nH]nc(C2CCCCC2)n1/N=C/c1ccccc1Cl,1.5%,0.0%,3%,-3%,1%,0.1%,-3.4%,6%,14%
COC(=O)c1ccccc1NC(=O)CN1CCN(C23CC4CC(CC(C4)C2)C3)CC1,2.1%,0.6%,12%,4%,-20%,-1.2%,-0.6%,-24%,-13%
C=CCOc1ccc(CNC(C)(C)CO)cc1OCC,-4.1%,0.0%,12%,-1%,28%,-0.1%,1.7%,0%,0%

# These rows are one share of the data; the hit share may differ from the screen's.
